S100A4 MyoIIA: S100A4-myosin IIA interaction inhibition; P26447; S100A4/TAMRA-MyoIIA peptide fluorescence polarization; inhibition, % at 10.7 µM; hit rate 0.14% among 360,000; AID 652163;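 active = mean inhibition of at least 70% across replicates, with every replicate also reaching that level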
Target sequence (P26447 whole entry, looked up): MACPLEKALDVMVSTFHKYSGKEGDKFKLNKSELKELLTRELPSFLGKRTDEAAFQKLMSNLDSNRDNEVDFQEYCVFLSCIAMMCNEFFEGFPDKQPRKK
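Test system: S100A4 monomer protein. Medium: HEPES buffer with Ca2+, pH 7.2. Reagent: fluorescent myosin IIA peptide, 5 nM. Compound dosing: single-point compound testing. Timing: 5 min between mix addition and reading. Benchmarks: DMSO neutral and TFP positive wells.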
PglD DTNB: blocks C. jejuni PglD acetyltransferase activity; purified PglD enzyme, DTNB colorimetric CoA detection; inhibition, % at 12.5 µM; hit rate 0.098% among 360,000; AID 602405; in the data active = inhibition above about 16%, passing the limit was not always enough; note: strong numbers were not always called active
FN deposition inh: fibronectin deposition inhibition; AH1F fibroblasts, Alexa488-fibronectin deposition fluorescence, overnight; inhibition, % at 12.6 µM; hit rate 0.086% among 350,000; AID 743247;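 active = mean inhibition across replicates of 30% or more, regardless of how many single replicates reach that level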;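 note: positive control wells lacked labelled fibronectin entirely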
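Assay system: AH1F fibroblasts assembling fluorescent fibronectin matrix; Amount: 10000 AH1F cells per well; Buffer or medium: DMEM, 2% serum; Probe or stimulus: Alexa488-fibronectin, 24 nM final in well; Doses: single compound dose, delivered by pin transfer; Incubation: 1 h adhesion, overnight exposure; Measured by: fluorescence 485/525 nm; Read-out: fibronectin deposition inhibition.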
EWS-Fli inh: inhibitors of EWS/Fli oncoprotein transcriptional activity; inhibition, % at 12.6 µM; hit rate 0.67% among 350,000; A673 NR0B1-luciferase reporter, viability-normalised;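 active = mean inhibition of at least 50% after viability correction, with every replicate also passing that limit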;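 note: firefly luciferase signal divided by Alamar Blue viability fluorescence both relative to DMSO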
ERAP1 HTS inh: ERAP1 (human) enzyme inhibition. recombinant ERAP1, Leu-AMC fluorescence, 60 min. inhibition, % at 10.7 µM. hit rate 0.15% among 340,000. AID 652197;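 active = mean replicate inhibition of at least 30%, or all replicates individually reaching that 30% level; inactive = mean below 30% and not every replicate reaching it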;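 note: 0% = neutral control wells and 100% = L-leucinethiol positive control wells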
Target sequence (Q9NZ08 whole entry, looked up): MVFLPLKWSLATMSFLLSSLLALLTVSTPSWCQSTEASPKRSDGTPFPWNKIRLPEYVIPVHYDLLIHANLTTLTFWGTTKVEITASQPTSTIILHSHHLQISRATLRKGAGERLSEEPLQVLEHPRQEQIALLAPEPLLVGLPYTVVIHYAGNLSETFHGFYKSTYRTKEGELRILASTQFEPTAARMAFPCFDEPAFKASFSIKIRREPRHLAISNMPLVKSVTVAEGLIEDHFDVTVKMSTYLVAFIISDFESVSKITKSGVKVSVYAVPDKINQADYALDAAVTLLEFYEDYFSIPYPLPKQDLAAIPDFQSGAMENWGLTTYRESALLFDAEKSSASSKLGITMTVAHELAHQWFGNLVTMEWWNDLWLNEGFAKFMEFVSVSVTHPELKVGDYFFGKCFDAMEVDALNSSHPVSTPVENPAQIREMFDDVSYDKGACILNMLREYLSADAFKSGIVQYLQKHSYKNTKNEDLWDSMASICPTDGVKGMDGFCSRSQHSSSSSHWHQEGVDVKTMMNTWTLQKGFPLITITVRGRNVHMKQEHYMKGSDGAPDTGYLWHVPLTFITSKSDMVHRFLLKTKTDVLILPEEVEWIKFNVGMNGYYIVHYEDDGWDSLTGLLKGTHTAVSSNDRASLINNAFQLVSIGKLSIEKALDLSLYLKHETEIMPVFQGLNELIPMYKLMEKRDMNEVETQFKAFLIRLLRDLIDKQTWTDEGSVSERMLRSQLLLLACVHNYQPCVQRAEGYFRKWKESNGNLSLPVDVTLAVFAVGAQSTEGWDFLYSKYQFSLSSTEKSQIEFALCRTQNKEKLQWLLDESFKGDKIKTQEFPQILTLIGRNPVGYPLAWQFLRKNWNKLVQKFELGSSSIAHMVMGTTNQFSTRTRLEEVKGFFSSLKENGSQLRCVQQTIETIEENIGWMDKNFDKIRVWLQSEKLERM
PGC1a acetyl inh: PGC1a acetylation modulation, inhibitor mode. hit rate 0.17% among 350,000. inhibition, % at 15.6 µM. U2OS PGC1a acetylation, AlphaScreen anti-acetyl-lysine; with virally co-expressed GCN5 acetyltransferase;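 active = every replicate shows inhibition of at least 40%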;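 note: 0% = neutral control wells and 100% = positive control wells; some results beyond the cut were filed as inactive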
LGR2 antag: Drosophila LGR2 receptor signaling inhibition; AID 720647; hit rate 0.35% among 380,000; HEK293 LGR2, CRE-luciferase, bursicon-stimulated, 4 h; inhibition, % at 9.99 µM;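 active = drop in luminescence signal, shown as inhibition above about 50% in the replicate tests, limit read from the data, passing the limit was not always enough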;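 note: agonist challenge used bursicon conditioned medium at about half maximal strength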
PAX8 inh HTS: lowers PAX8-driven luciferase in RMG-I cells. RMG-I TPO-luciferase reporter, SteadyGlo, 24 h. inhibition, % at 12.6 µM. hit rate 1.2% among 360,000;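 active = mean replicate inhibition at least 60% with every replicate also reaching 60%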;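 note: luciferase light reporting Pax8 driven TPO promoter activity; plate controls were median of neutral control wells for no effect and mitoxantrone controls for full effect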
Active calls of the source: *; . = not tested or not shown; & = joins results of further samples. No enrichment for hits; any-hit rate near 2.1%.

SMILES	S100A4 MyoIIA	PglD DTNB	FN deposition inh	EWS-Fli inh	ERAP1 HTS inh	PGC1a acetyl inh	LGR2 antag	PAX8 inh HTS
CO[C@@H]1CN(C)C(=O)c2cc(NC(=O)c3ccc(F)cc3)ccc2OC[C@H](C)N(C)C[C@@H]1C	-3	-1	8	1	0	.	-7	-11
CCOC(=O)C1(CC2CC2)CCN(S(=O)(=O)/C=C/c2ccccc2)CC1	6	.	3	-20	-3	-17	-19	5
C[C@H](CO)N1C[C@H](C)[C@@H](CN(C)C)Oc2ncc(C#CCN(C)C)cc2C1=O	2	0	-6	-1	1	-5	6	.
O=C(C[C@H]1C[C@H]2c3cc(NC(=O)CC4CC4)ccc3O[C@H]2[C@H](CO)O1)NCc1cccnc1	-14	5	1	0	-3	11	-11	.
COc1ccc(-c2nnc(SCC(=O)Nc3nc4ccccc4s3)n2C)cc1	.	-3	0	.	.	5	.	13
Cc1ccccc1NC1=C(Cl)C(=O)OC1OC(=O)c1ccco1 (stereo not given)	-2	-4	.	3	3	-6	-10	.
CCOc1cc(/C=N/NC(=O)c2ccc(N(C)S(=O)(=O)c3ccccc3)cc2)ccc1OC	-12	-3	-2	8	1	8	-6	-10
O=C(C[C@H]1CC[C@H]2[C@@H](COC[C@H](O)CN2Cc2ccc3c(c2)OCO3)O1)Nc1ccccc1	9	1	-3	-6	1	4	-2	-7
CC(OC(=O)c1n[nH]c2ccccc12)C(=O)NC1CCCCC1C (stereo not given)	-3	5	.	-8	-1	-4	-5	-50
CC(NC(=O)c1ccco1)C(=O)N1CCCCC1 (stereo not given)	0	1	.	.	2	.	13	-4
O=C(O)c1ccccc1NC(=O)c1ccccc1-c1ccccc1C(=O)O	4	8	0	5	-42	7	8	5
C[C@H](CO)N1C[C@H](C)[C@H](CN(C)Cc2ccncc2)Oc2ccc(NC(=O)NC3CCCCC3)cc2C1=O	-4	2	-14	3	1	0	-26	-10
O=C(Nc1ccccc1F)C1COc2ccccc2O1 (stereo not given)	-3	-2	-6	-14	0	4	-9	-15
CCCCOC(=O)C1=C(N)N2C(=O)C(C)SC2=C(C(=O)OCC)C1c1ccc(O)c(OC)c1 (stereo not given)	-1	.	2	4	-1	-8	-5	-18
COc1ccc(C(CNC(=O)COc2ccccc2-c2ccccc2)N2CCOCC2)cc1 (stereo not given)	3	.	-7	-1	1	.	10	8
COc1ccc(-c2cc3c(=O)n(CC(=O)NCCCN4CCN(Cc5ccccc5)CC4)ncn3n2)cc1	1	-3	-4	40	-2	4	14	-103
O=C([C@@H]1[C@@H](CO)[C@@H]2Cn3c(cccc3=O)[C@@H]2N1CC1CCCCC1)N1CCOCC1	2	.	.	27	0	-4	-1	.
CC(=O)NCCOc1nc(N(C)C)nc(N(C)C)n1	.	-2	1	.	.	8	-7	.
Cc1ccc(S(=O)(=O)NC(=O)C2(C)CCN2C(=O)Cc2ccc(Cl)cc2Cl)cc1 (stereo not given)	4	3	-3	-1	7	.	4	2
Cc1ccc(S(=O)(=O)NC(Cc2c[nH]c3ccccc23)C(=O)O)cc1 (stereo not given)	.	0	-5	.	.	9	.	23
O=C(c1cccc(F)c1)N1CC2(C1)[C@H](c1ccccc1)[C@@H](CO)N2C(=O)C1CCC1	4	.	1	33	0	3	-16	.
COc1ccc(CN2CCC(=O)N([C@H](CO)c3ccccc3)CC2)cc1	-6	1	1	0	-1	10	3	11
Cc1cc(C)c(NC(=O)C2CCCO2)c(C)c1 (stereo not given)	-1	.	-6	-8	1	.	2	7
CCNC(=O)Nc1ccc2c(c1)C(=O)N(C)[C@@H]1CC[C@H](CC(=O)N[C@@H](C)c3ccccc3)O[C@@H]1CO2	-3	2	.	0	-2	.	-9	-13
C[C@@H]1CN([C@@H](C)CO)S(=O)(=O)c2ccc(-c3ccccc3F)cc2O[C@H]1CN(C)Cc1cncnc1	13	0	.	7	-5	-22	9	.

Some of the entries so far, field by field:
> O=C(C[C@H]1C[C@H]2c3cc(NC(=O)CC4CC4)ccc3O[C@H]2[C@H](CO)O1)NCc1cccnc1
  S100A4 MyoIIA: -14; PglD DTNB: 5; FN deposition inh: 1; EWS-Fli inh: 0; ERAP1 HTS inh: -3; PGC1a acetyl inh: 11; LGR2 antag: -11; PAX8 inh HTS: .

> C[C@H](CO)N1C[C@H](C)[C@@H](CN(C)C)Oc2ncc(C#CCN(C)C)cc2C1=O
  S100A4 MyoIIA: 2; PglD DTNB: 0; FN deposition inh: -6; EWS-Fli inh: -1; ERAP1 HTS inh: 1; PGC1a acetyl inh: -5; LGR2 antag: 6; PAX8 inh HTS: .

Of the compounds above, these have a COOH group:
SMILES	S100A4 MyoIIA	PglD DTNB	FN deposition inh	EWS-Fli inh	ERAP1 HTS inh	PGC1a acetyl inh	LGR2 antag	PAX8 inh HTS
O=C(O)c1ccccc1NC(=O)c1ccccc1-c1ccccc1C(=O)O	4	8	0	5	-42	7	8	5
Cc1ccc(S(=O)(=O)NC(Cc2c[nH]c3ccccc23)C(=O)O)cc1 (stereo not given)	.	0	-5	.	.	9	.	23

Following part:
SMILES	S100A4 MyoIIA	PglD DTNB	FN deposition inh	EWS-Fli inh	ERAP1 HTS inh	PGC1a acetyl inh	LGR2 antag	PAX8 inh HTS
COc1ccc2c3c([nH]c2c1)[C@H](CO)N(C(=O)C1CCCC1)CC31CN(C(=O)NC(C)C)C1	-4	.	.	-6	1	.	7	-1
O=C(NC(=S)NN1CCCCC1c1cccnc1)c1ccc(Cl)cc1Cl (stereo not given)	16	-9	8	17	.	5	.	-14
Clc1ccc(C(CCN2CCCC2)Cc2ccccc2)cc1 (stereo not given)	0	.	4	4	1	.	-20	-2
CN(C)CC(=O)N[C@H]1CC[C@@H](CC(=O)NCc2ccc(Cl)cc2)O[C@@H]1CO	82*	0	.	-4	3	5	16	-16
NC(=O)Cn1cc(/C=N\NS(=O)(=O)c2ccc(F)cc2)c2ccccc21	-2	2	16	-5	2	1	-17	-1
CCC(C)c1ccccc1NC(=O)CN1CCN(C/C=C/c2ccccc2)CC1 (stereo not given)	-4	.	6	4	-3	.	3	-4
COCCNC(=O)C[C@@H]1CC[C@H]2[C@@H](COc3ccc(NC(=O)c4cc(C)on4)cc3C(=O)N2C)O1	2	-4	-6	-3	1	-2	9	2
COc1ccc2ccc3ccc(OC)c(OC(C)=O)c3c2c1	7	.	-3	-5	-4	.	-18	7
CCCC/C=C1\CCc2c([nH]c3ccccc23)C1=O	1	1	6	-87	3	-1	-26	-59
C[C@H](NC(=O)C[C@@H]1C[C@@H]2c3cc(NC(=O)NC4CCCCC4)ccc3O[C@@H]2[C@H](CO)O1)c1ccccc1	-19	2	.	0	-1	7	1	-15
CCOC(=O)c1ccc(N=c2sc(C(=O)OC)cc(=O)n2CCCN2CCOCC2)cc1	2&0	2&5	-3&3	-2&1	-5&4	2	27	-25&1
O=[N+]([O-])c1cccc(N(CC(O)CN2CCCCC2)S(=O)(=O)c2ccccc2)c1 (stereo not given)	-3	4	4	5	1	.	1	-9
CCCCOc1ccc(C(=O)OCC(=O)Nc2cc(C)on2)cc1	5	.	.	7	-4	-4	-1	11
O=C(CC1(O)C(=O)N(CCc2ccccc2)c2ccccc21)c1ccccn1 (stereo not given)	-2	1	-15	10	-2	.	3	19
C[C@@H](O)C#Cc1ccc([C@H]2[C@H](CO)N3CCCCN(C(=O)Nc4ccccc4)C[C@@H]23)cc1	56	-2	.	-1	1	4	10	-16
O=S1(=O)CC(N2CCC(c3ccccc3)CC2)CN1C1CCCCC1 (stereo not given)	3	-3	.	-1	.	3	-3	-24
COc1ccc(CN(C)C[C@@H]2Oc3ccc(NC(=O)Cn4cnnn4)cc3CC(=O)N([C@H](C)CO)C[C@@H]2C)cc1	-3	-3	.	-1	-1	-7	4	-12
CC1CCCN(C(=O)CN2CCC(c3nc4ccc(Cl)cc4[nH]3)CC2)C1 (stereo not given)	-5	0	-5	0	-3	4	3	11
CCOC(=O)N1CCN(S(=O)(=O)c2ccc(C(=O)Nc3ccc4c(c3)C(=O)NC4=O)cc2)CC1	-1	8	4	-2	1	-5	-13	30
CN(C)/C=C/C(=O)c1ccc(Cl)cc1Cl	-6	.	-1	3	0	2	-6	1
COC(=O)[C@@H](Cc1ccccc1)NC(=O)[C@H]1CCC(=O)N1C(=O)OCc1ccccc1	-4	-4	.	2	1	-6	-10	.
COc1ccc(S(=O)(=O)N(C)C[C@H]2Oc3ccc(NC(=O)NC(C)C)cc3CC(=O)N([C@@H](C)CO)C[C@H]2C)cc1	4	-1	11	-6	1	2	11	-5
COC(=O)c1cccnc1-n1c(=O)c2cccnc2n(CC(=O)Nc2ccc(Br)cc2)c1=O	1	.	5	9	1	-11	10	-14
O=C(CN1CCCCC1)Nc1ccccc1C(=O)NC1CC1	0	-2	0	0	-1	7	-2	3
C[C@@H]1CN([C@H](C)CO)C(=O)c2cccc(NC(=O)Nc3ccccc3)c2O[C@@H]1CN(C)C(=O)Nc1cccc2ccccc12	-20	.	-6	-4	.	-2	0	18
CC(Oc1ccccc1[N+](=O)[O-])C(=O)N/N=C/c1ccoc1 (stereo not given)	-14	5	-1	-7	2	-7	-9	-8
COc1ccc(C#Cc2ccc([C@@H]3[C@@H](CO)N4CCCCN(C)C[C@@H]34)cc2)cc1	-14	0	6	-18	0	-5	-21	43
COc1ccc(NC(C)=O)cc1NS(=O)(=O)c1ccc2c(c1)OCCO2	0	0	4	-13	-1	-4	-4	-11
CC1C(=O)N(Cc2cn(Cc3ccco3)nn2)CCS(=O)(=O)N1Cc1ccc(-c2ccccc2)cc1 (stereo not given)	-17	-4	3	-2	-3	-1	15	28
COCCn1c(-c2ccc(C)cc2)nc2oc3cc(OC)ccc3c(=O)c2c1=O	-10	4	-3	-1	.	-31	-2	-14

Quoted from the listing.
Entry of `COC(=O)c1cccnc1-n1c(=O)c2cccnc2n(CC(=O)Nc2ccc(Br)cc2)c1=O` in PAX8 inh HTS: -14
Entry of `CC(Oc1ccccc1[N+](=O)[O-])C(=O)N/N=C/c1ccoc1` (stereo not given) in PglD DTNB: 5
Entry of `O=C(NC(=S)NN1CCCCC1c1cccnc1)c1ccc(Cl)cc1Cl` (stereo not given) in EWS-Fli inh: 17
Entry of `O=C(CC1(O)C(=O)N(CCc2ccccc2)c2ccccc21)c1ccccn1` (stereo not given) in FN deposition inh: -15
Entry of `COC(=O)[C@@H](Cc1ccccc1)NC(=O)[C@H]1CCC(=O)N1C(=O)OCc1ccccc1` in S100A4 MyoIIA: -4
Entry of `NC(=O)Cn1cc(/C=N\NS(=O)(=O)c2ccc(F)cc2)c2ccccc21` in PGC1a acetyl inh: 1

2 of the compounds above, as a markdown table.
| Compound | S100A4 MyoIIA | PglD DTNB | FN deposition inh | EWS-Fli inh | ERAP1 HTS inh | PGC1a acetyl inh | LGR2 antag | PAX8 inh HTS |
| --- | --- | --- | --- | --- | --- | --- | --- | --- |
| CC(OC(=O)c1n[nH]c2ccccc12)C(=O)NC1CCCCC1C (stereo not given) | -3 | 5 | . | -8 | -1 | -4 | -5 | -50 |
| CC(NC(=O)c1ccco1)C(=O)N1CCCCC1 (stereo not given) | 0 | 1 | . | . | 2 | . | 13 | -4 |
